Bioassay records as filed in PubChem.
MrgX1 agonist: activates human MrgX1 receptor signaling. actives 0.44% (n = 310,000). B-score at 10 µM. MrgX1-HEK293 cells, Fluo-4 calcium fluorescence, agonist mode; active compounds read high. AID 588627;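 active means calcium response B-score plate-corrected fluorescence ratio at least 3 library SD, with starting fluorescence B-score inside 5 SD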
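System: HEK293 cells stably expressing human MrgX1 receptor; Dosing: test compound in the initial addition of three; Schedule: overnight plating, then 30 min 37 °C plus 30 min room-temperature dye loading; Detection: kinetic calcium dye fluorescence, Fluo-4 NW; Controls: per-plate positive and negative controls for Z′ factor.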
RGS4 block: human RGS4 inhibition; HEK293 M3R/RGS4 inducible, Fluo-4 calcium flux; active compounds read high; triggered by carbachol at its EC20; B-score at 10 µM; actives 0.45% (n = 310,000);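 active means B-score, a plate-corrected calcium signal, over three deviations above library mean, with baseline fluorescence within five deviations of library mean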;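 further: RGS4 expression induced by doxycycline in cells with stable M3 receptor; B-score is computed from the integrated fluorescence ratio over baseline after carbachol; higher B-score means a larger calcium signal and so more RGS4 inhibition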
Target sequence (P49798 whole entry, looked up): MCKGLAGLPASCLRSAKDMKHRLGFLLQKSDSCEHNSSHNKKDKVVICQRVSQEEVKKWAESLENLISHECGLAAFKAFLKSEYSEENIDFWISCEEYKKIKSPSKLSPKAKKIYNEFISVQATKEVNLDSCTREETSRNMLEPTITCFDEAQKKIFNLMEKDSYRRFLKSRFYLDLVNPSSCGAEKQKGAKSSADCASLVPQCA
ANO1 activ: activates or potentiates the mouse TMEM16A chloride channel; Q8BHY3; HEK293 TMEM16A/YFP-H148Q/I152L, iodide quench fluorescence; active compounds read low; B-score at 10 µM; actives 0.3% (n = 340,000); AID 623877;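 active means fluorescence-ratio B-score plate-corrected deviation score at least 3 library SD below zero, with starting fluorescence score within 5 deviations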;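 further: channel opened by trigger with iodide after compound preincubation; score built on the fluorescence ratio of max minus min over baseline; more negative score means more quench and so TMEM16A activation or potentiation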
HDAC3 inh: blocks human histone deacetylase 3. O15379. recombinant HDAC3, fluorogenic peptide/trypsin coupled, fluorescence. inhibition, % at 8.3 µM. actives 0.15% (n = 320,000). AID 2718; in the data active means inhibition above about 26%, passing the limit was not always enough; inconclusive means no clear call, values can overlap the other calls
RGS4 act: RGS4 potentiation or activation | HEK293 M3R/inducible RGS4, carbachol calcium flux Fluo4; active compounds read low | B-score at 10 µM | actives 0.92% (n = 310,000) | AID 463111;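 active means B-score of the integrated calcium signal more than 4 SD below the library mean, with starting fluorescence not abnormally high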;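 further: negative B-score means reduced calcium response which marks RGS4 activation or potentiation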
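System: HEK293 FlpIn-TREx cells, stable M3R, doxycycline-inducible RGS4. Timing: overnight RGS4 induction, 30 min dye load 37 °C, 20 min compound RT. Also added: carbachol, ECmax concentration. Measured by: Fluo4 fluorescence kinetic imaging of calcium. Evaluation: integrated calcium ratio converted to B score.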
TRPC6 act: activators of mouse TRPC6 channel; Q61143; HEK293-TRPC6 membrane potential dye fluorescence; active compounds read high; AID 2550; actives 0.13% (n = 310,000); B-score at 10 µM;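 active means B-score of the integrated fluorescence ratio above library mean plus 3 SD, and starting fluorescence ratio within library mean plus 5 SD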;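 further: higher score means more depolarization so channel activation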
Target sequence (Q61143 whole entry, looked up): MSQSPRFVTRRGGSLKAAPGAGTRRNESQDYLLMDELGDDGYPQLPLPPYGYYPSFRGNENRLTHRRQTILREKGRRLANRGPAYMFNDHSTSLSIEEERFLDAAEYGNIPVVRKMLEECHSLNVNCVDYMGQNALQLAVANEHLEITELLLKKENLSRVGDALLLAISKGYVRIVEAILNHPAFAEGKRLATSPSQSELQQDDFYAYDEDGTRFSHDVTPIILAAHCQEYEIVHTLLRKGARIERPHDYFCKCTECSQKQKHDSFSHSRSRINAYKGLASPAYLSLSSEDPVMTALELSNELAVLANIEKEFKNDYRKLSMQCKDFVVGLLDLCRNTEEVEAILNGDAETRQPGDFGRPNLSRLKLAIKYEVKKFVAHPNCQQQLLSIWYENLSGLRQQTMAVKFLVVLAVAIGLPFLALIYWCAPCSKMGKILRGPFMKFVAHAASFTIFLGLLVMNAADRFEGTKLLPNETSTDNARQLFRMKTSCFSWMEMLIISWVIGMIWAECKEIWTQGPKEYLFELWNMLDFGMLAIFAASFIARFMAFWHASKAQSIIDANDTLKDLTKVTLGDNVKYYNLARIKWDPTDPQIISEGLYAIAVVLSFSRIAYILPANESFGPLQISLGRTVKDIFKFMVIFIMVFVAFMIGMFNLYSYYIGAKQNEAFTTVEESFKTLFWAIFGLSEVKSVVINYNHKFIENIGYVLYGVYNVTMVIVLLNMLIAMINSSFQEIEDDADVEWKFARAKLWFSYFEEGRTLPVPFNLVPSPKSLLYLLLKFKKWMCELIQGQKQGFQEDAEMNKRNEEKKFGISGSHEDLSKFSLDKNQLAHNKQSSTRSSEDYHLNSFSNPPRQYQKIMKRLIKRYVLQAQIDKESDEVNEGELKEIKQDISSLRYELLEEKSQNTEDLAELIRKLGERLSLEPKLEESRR
SKKanGAS inh: blocks kanamycin growth of S. pyogenes SKKanGAS strain; BacTiter-Glo, 6 h; inhibition, % at 7.5 µM; actives 1.3% (n = 300,000); AID 1662;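 active means mean replicate score, as percent of positive control median, at least 50; inconclusive means mean below 50 but one replicate at or above 50; inactive means mean and every replicate below 50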;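 further: strain carries kanamycin resistance gene driven by streptokinase promoter and grows in 40 µg/ml kanamycin; loss of luminescence reflects streptokinase promoter inhibition or plain growth inhibition; 0% = median of DMSO wells and 100% = positive control at its reference dose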
ANO1 block: mouse TMEM16A channel inhibition, primary screen. Q8BHY3. HEK293 TMEM16A/YFP iodide influx fluorescence, ionomycin. normalized B-score (activity score, 25-100; higher = stronger inhibition) at 10 µM. actives 1.2% (n = 310,000). AID 588511;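 active means ratio plate-corrected score three or more library SD toward inhibition, starting fluorescence score within five deviations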;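 further: score derived from kinetic fluorescence span divided by baseline fluorescence per well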
TRPC6 inh: blocks the mouse TRPC6 cation channel; Q61143; HEK293-TRPC6, membrane potential dye, ACh-evoked depolarization; active compounds read low; B-score at 10 µM; actives 1.1% (n = 310,000); AID 2553;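 active means B-score under library mean minus 3 SD, initial fluorescence not abnormally high, positive integrated signal ratio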;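 further: B-score derived from integrated fluorescence ratio over the kinetic read; more negative B-score means stronger inhibition of depolarization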
MrgX1 antag: blocks BAM8-22 activation of human MrgX1 receptor | Q96LB2 | MRGX1-HEK293 calcium flux, Fluo-4, BAM8-22 antagonism; active compounds read low | B-score at 10 µM | actives 1.3% (n = 310,000);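 active means calcium-response B-score plate-corrected more than 3 library SD below zero, starting fluorescence within 5 deviations, no agonist response on first addition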;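 further: peak minus trough fluorescence over baseline after final BAM8-22 challenge near maximal dose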
MrgX1 allo act: human MrgX1 positive allosteric modulation, primary screen; actives 0.63% (n = 310,000); AID 588675; Q96LB2; B-score at 10 µM; MrgX1-HEK293, Fluo-4 calcium flux, FDSS; active compounds read high;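 active means plate-corrected calcium response at least 3 library SD above typical, normal starting fluorescence, not activating the receptor alone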;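 further: compound read alongside a low EC10 to EC30 dose of BAM8-22 agonist; peak minus trough fluorescence over baseline measured at the second addition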
Starred values were filed as active, the others as inactive; i = inactive; ? = inconclusive; · = not tested or not shown.

SMILES | MrgX1 agonist | RGS4 block | ANO1 activ | HDAC3 inh | RGS4 act | TRPC6 act | SKKanGAS inh | ANO1 block | TRPC6 inh | MrgX1 antag | MrgX1 allo act
CC(CC(=O)Nc1ccc(F)cc1F)S(=O)(=O)c1ccc2c(c1)NC(=O)CO2 (stereo not drawn) | i | i | i | -2 | i | i | -1 | i | i | i | i
Cc1cc2sc3nc(=O)n(-c4ccccc4)c(=O)n3c2cc1C | i | i | i | 2 | i | i | 0 | i | i | i | i
O=C(CSc1nnc(-c2ccccc2)n1Cc1ccccc1)N1CCOCC1 | i | i | i | 4 | i | i | -6 | i | i | i | i
CC1CC(C)CN(C(=O)C2CCCN(c3ncnc4c3nc3n4CCCCC3)C2)C1 (stereo not drawn) | i | i | i | 0 | i | i | 19 | i | i | i | i
Cc1cccc(COc2ccc(/C=N/NC(=O)c3nnn(-c4nonc4N)c3CN3CCCCC3)cc2)c1 | i | i | i | -8 | i | i | 11 | i | i | i | i
COc1ccc(Cc2nnc(SCC(=O)Nc3ccc(C)c(Cl)c3)[nH]c2=O)cc1 | i | i | i | 2 | i | i | 36 | i | i | i | i
CCOc1ccc2[nH]c(=O)c(CN(CCO)C(=O)CC)cc2c1 | i | i | i | -7 | i | i | -2 | i | i | i | i
COc1cccc(-c2csc3nnc(SCC(=O)c4ccc(NC(C)=O)cc4)n23)c1 | i | i | i | 1 | i | i | 1 | i | i | i | i
CCOC(=O)N1CCN(S(=O)(=O)c2ccc(OC)c(C(=O)N3CCCCC3)c2)CC1 | i | i | i | 0 | i | i | 1 | i | i | i | i
O=C(CN(Cc1ccc(Br)cc1)S(=O)(=O)c1ccccc1)NCc1ccncc1 | i | i | i | -2 | i | i | 8 | i | i | i | i
CC1(NC(=O)N2CCCCC2)CCS(=O)(=O)C1 (stereo not drawn) | i | i | i | -3 | i | i | -1 | i | i | i | i
CCOC(=O)[C@@H]1[C@H]2COc3ccccc3[C@@H]2N2C(=O)N(c3cccc(F)c3)C(=O)[C@]12C | i | i | i | 10 | i | i | 4 | i | i | i | i
C#CCn1c(O)c(N=NC(=O)CNC(=O)/C=C/c2ccccc2)c2ccccc21 | i | i | i | 7 | i | i | 0 | i | i | i | i
CN(C)C(CNC(=O)c1cccc(C#N)c1)c1ccco1 (stereo not drawn) | i | i | i | -6 | i | i | 0 | i | i | i | i
COc1ccc(CC(=O)Nc2ccc(/C(C)=N/NC(=O)c3cccc([N+](=O)[O-])c3)cc2)cc1 | i | i | i | 1 | i | i | 1 | i | i | i | i
CCOc1cc(-c2noc(CCCC(N)=O)n2)cc(Br)c1OC | i | i | i | -8 | i | i | -5 | i | i | i | i
CCCn1c(O)c(N=NC(=O)c2cccnc2)c2cc(Br)ccc21 | i | i | i | 1 | i | i | 18 | i | i | i | i
CC(=O)Nc1ccc(OCC(O)Cn2c3ccccc3c3ccccc32)cc1 (stereo not drawn) | i | i | i | 12 | i | i | -6 | i | i | i | i
COc1ccc(OC)c(C(C)NC=O)c1 (stereo not drawn) | i | i | i | -7 | i | i | 3 | i | i | i | i
O=C(NCc1cccc(F)c1)C1CCC(=O)N(CC2CCCCC2)C1 (stereo not drawn) | i | i | i | -4 | i | i | 2 | i | i | i | i
CC(C)CCOP(=O)(c1ccc(N(C)C)cc1)C(O)c1ccc(Cl)cc1Cl (stereo not drawn) | i | i | i | ? | i | i | 10 | i | i | i | i
CCc1ccc(S(=O)(=O)NCC(O)COc2ccc(OC)cc2)cc1 (stereo not drawn) | i | i | i | -5 | i | i | -7 | i | i | i | i
CSc1ccc(CNC(=O)C2CCC(=O)N(CCc3cccc(F)c3)C2)cc1 (stereo not drawn) | i | i | i | 3 | i | i | -4 | i | i | i | i
CCOC(=O)COc1ccc(S(=O)(=O)Nc2ccc3c(c2)OCCO3)cc1 | i | i | i | 18 | i | i | 4 | i | i | i | i
Cc1ccc(S(=O)(=O)/C=C2\NC(=O)CS2)cc1 | i | i | i | -6 | i | i | 3 | i | i | i | i
Next compounds follow.
SMILES | MrgX1 agonist | RGS4 block | ANO1 activ | HDAC3 inh | RGS4 act | TRPC6 act | SKKanGAS inh | ANO1 block | TRPC6 inh | MrgX1 antag | MrgX1 allo act
O=C1CN(C(=O)c2ccccc2Br)C(c2ccc(F)cc2)c2cc(F)ccc2N1 (stereo not drawn) | i | i | i | 2 | i | i | 0 | i | i | i | i
CCOC(=O)CCc1c(C(=O)OCC)[nH]c(CC)c1C(=O)OCc1ccccc1 | i | i | i | 14 | -7.5* | i | -1 | i | i | i | i
O=C(CN(C(=O)c1csnn1)c1ccc(Cl)cc1)NC1CCCC1 | i | i | i | 3 | i | i | 2 | i | i | i | i
O=C(CSc1nnc(NC(=O)C2CC(=O)N(c3ccc(F)cc3)C2)s1)NC1CCCC1 (stereo not drawn) | i | i | i | -4 | i | i | 5 | i | i | -4.9* | i
C#CCN1C(=O)S/C(=C\c2ccc(N3CCOCC3)cc2C)C1=O | i | i | i | -4 | i | i | -1 | i | i | i | i
CCOc1ccc(NC(=O)NCc2cccn2C)cc1 | i | i | i | 0 | i | i | 0 | i | i | i | i
CCn1c(-c2csc3c2CCC(C)C3)n[nH]c1=S (stereo not drawn) | i | i | i | -5 | i | i | -17 | i | i | i | i
CSc1cccc(NC(=S)N(Cc2ccccc2)Cc2ccccn2)c1 | i | i | i | 0 | i | i | 1 | i | i | i | i
O=C(OCC(O)CN1CCCCC1)C12CC3CC(CC(C3)C1)C2 (stereo not drawn) | i | i | i | -2 | i | i | 0 | i | i | i | i
COc1cc(OC)cc(C(=O)NC(=S)NCc2ccco2)c1 | i | i | i | 11 | i | i | -21 | i | i | i | i
Cc1cc(OCc2n[nH]c(=S)n2-c2ccccc2)ccc1Cl | i | i | i | 9 | i | i | 0 | i | i | i | i
O=C(Nc1ccc(Br)cc1)Nn1cnnc1 | i | i | i | · | i | i | 1 | i | i | i | i
COc1ccccc1CNC(=O)C1CCC(CNS(=O)(=O)c2ccc(F)cc2)CC1 (stereo not drawn) | i | i | i | -4 | i | i | 0 | i | i | i | i
COC1=C(Nc2ccccc2)C(=O)c2ccccc2C1=O | i | i | i | 1 | i | i | 8 | i | i | i | 10*
O=C(c1cc(S(=O)(=O)N2CCOCC2)ccc1F)N1CCN(Cc2ccccc2)CC1 | i | i | i | 0 | i | i | 0 | i | i | i | i
COC(=O)Cn1c2ccc(OC)cc2c2nc3ccccc3nc21 | i | i | i | -3 | i | i | -4 | i | i | i | i
Cc1ccc(S(=O)(=O)N2CCN(C(=O)c3ccc4nc[nH]c4c3)CC2)cc1 | i | i | i | 1 | i | i | 4 | i | i | i | i
CC1(OC(=O)CCc2ccccc2)C(=O)C=C2C=C(C3CC3)OC=C2C1=O (stereo not drawn) | i | i | · | 0 | i | i | 13 | i | i | i | i
Cc1ccc(Cn2cc(SCC(=O)Nc3nccs3)c3ccccc32)cc1 | i | i | i | 0 | i | i | -2 | i | i | i | i
Cc1cc(C)nc(N/N=C/c2ccccc2OCc2cccc(Br)c2)n1 | i | i | i | 1 | i | i | -2 | i | i | i | i
COc1ccc(CN(CC2CCCO2)C(=O)c2cc3sccc3n2C)c(OC)c1 (stereo not drawn) | i | i | i | -8 | i | i | 2 | i | i | i | 6.5*
COC(=O)c1ccsc1NC(=O)C1COc2ccccc2O1 (stereo not drawn) | i | i | i | -4 | i | i | 4 | i | i | i | i
O=C1[C@@H]2C(Cc3ccc(O)cc3)NC3(C(=O)Nc4ccc(F)cc43)[C@@H]2C(=O)N1c1ccccc1 (stereo partly drawn) | i | i | i | 2 | i | i | -5 | i | i | i | i
CCC(c1nnnn1Cc1ccco1)N(CCc1ccccc1)Cc1cc2cccc(C)c2[nH]c1=O (stereo not drawn) | i | i | i | 8 | i | i | 1 | i | i | i | i
Cc1c(C(=O)N/N=C/c2ccoc2)cccc1[N+](=O)[O-] | i | i | i | · | i | i | 0 | i | i | i | i
Later entries
SMILES | MrgX1 agonist | RGS4 block | ANO1 activ | HDAC3 inh | RGS4 act | TRPC6 act | SKKanGAS inh | ANO1 block | TRPC6 inh | MrgX1 antag | MrgX1 allo act
COc1cc2c(cc1OC)CN(CC(=O)Nc1ccc(C#N)cc1)CC2 | i | i | i | -3 | i | i | -2 | i | i | i | i
Cc1ccc(-c2noc(CN(C(=O)CCCCCN3C(=O)c4ccccc4C3=O)C(C)C)n2)cc1 | i | i | i | 0 | i | i | 9 | i | i | i | i
CCC(C)n1c(SCC(=O)Nc2cc(C)on2)nc2ccccc2c1=O (stereo not drawn) | i | i | i | 12 | i | i | 0 | i | i | i | i
Cc1ccc(F)cc1NC(=O)CCc1c(C)nn(-c2ccc(N3CCCCC3)nn2)c1C | i | i | i | -1 | i | i | 1 | i | i | i | i
O=C(CCSc1ccc(Br)cc1)Nc1cccnc1 | i | i | i | -7 | i | i | -8 | i | i | i | i
O=C(NCC1CCCO1)c1ccc(NC(=O)c2cc(F)c(F)cc2Cl)cc1 (stereo not drawn) | i | i | i | 0 | i | i | 2 | i | i | i | i
Cc1ccccc1C1NC(=S)NC2=C1C(=O)CCC2 (stereo not drawn) | i | i | i | 8 | i | i | 13 | i | i | i | i
COc1ccc(C(=O)OCC(=O)Nc2c(C)cccc2C)c(OC)c1OC | i | i | i | 0 | i | i | -8 | i | i | i | i
COc1cccc(NC(=O)N2CCCC2C(=O)Nc2ccc3c(c2)OCCO3)c1 (stereo not drawn) | i | i | i | 1 | i | i | -6 | i | i | i | i
Cc1onc(-c2ccccc2Cl)c1C(=O)N1CCN(c2ncccn2)CC1 | i | i | i | -4 | i | i | -11 | i | i | i | i
O=S(=O)(Cc1ccccc1)N1CCc2ccccc2C1 | i | i | i | 10 | i | i | 4 | i | i | i | i
COc1cc(N2CCCC2)c(OC)cc1C=O | i | i | i | 0 | i | i | -22 | i | -7.9* | i | i
CCOC(=O)c1cc(NC(=O)c2cccnc2)ccn1 | i | i | i | 9 | i | i | -2 | i | i | i | i
CC1Sc2ccc(S(=O)(=O)CCC(=O)N3CCN(c4ccccc4)CC3)cc2NC1=O (stereo not drawn) | i | i | i | 1 | i | i | -8 | i | i | i | i
